Source: PubChem BioAssay (National Center for Advancing Translational Sciences (NCATS))
PI5P4K alpha inh = blocks human PI5P4K alpha kinase activity; 330,000 compounds, 1.2% hits; AID 652105; max response, %; PI5P4Kalpha enzyme, ADP-Glo luminescence, 60 min; active compounds read low; active means max response of -50% or lower; inconclusive means between -30% and -50%; inactive means -30% or higher; further: value at the top dose of about 77 µM; on the % scale 0 is the no-effect control and ±100 the full control effect
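Single end-point luminescence (ADP-Glo) quantified ADP from PI5P4Kalpha turnover; ATP 5 microM final, 1 h at RT, 0.1% CHAPS and 0.28 mM EGTA in HEPES pH 7.4.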
GLP1R inv ag = acts as inverse agonist at human GLP-1 receptor; Potency, µM (doses to about 38.3 µM), for inactives: at the highest dose activity change, negative = inhibition, hits mostly inhibitors; P43220; 410,000 compounds, 1.6% hits; HEK293 GLP-1R CRE-luciferase, luminescence, 24 h; GLP-1R form is constitutively active; further: potency means the concentration at half of the fitted maximal effect; on the % scale 0 is the no-effect control and ±100 the full control effect; nearly all actives have a fitted effect of over 55% in size
Target sequence (P43220 whole entry, looked up): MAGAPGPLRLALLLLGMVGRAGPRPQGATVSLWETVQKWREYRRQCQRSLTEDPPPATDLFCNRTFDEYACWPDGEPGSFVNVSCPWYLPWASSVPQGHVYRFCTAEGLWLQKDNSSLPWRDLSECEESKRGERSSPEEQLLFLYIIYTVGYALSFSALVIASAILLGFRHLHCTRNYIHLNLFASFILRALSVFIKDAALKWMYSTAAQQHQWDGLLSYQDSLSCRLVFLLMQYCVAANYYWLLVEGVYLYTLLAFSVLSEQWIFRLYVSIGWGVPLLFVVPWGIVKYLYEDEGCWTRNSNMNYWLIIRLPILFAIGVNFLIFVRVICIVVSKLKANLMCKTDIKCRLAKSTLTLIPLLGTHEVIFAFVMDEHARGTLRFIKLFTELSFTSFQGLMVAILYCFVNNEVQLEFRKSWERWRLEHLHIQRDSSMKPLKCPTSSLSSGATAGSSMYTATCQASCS
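HEK293 cells stably co-expressing constitutively active GLP-1R and a cAMP-responsive luciferase reporter were seeded in DMEM with 10% Nu serum, given compounds after 12 h, and incubated 24 h at 37 deg C. Luminescence was then read.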
PLK1 PBD inh = inhibitors of human PLK1 polo-box domain binding; P53350; Plk1 PBD binding of FITC phosphopeptide, fluorescence polarization; Potency, µM, without a hit: max response, negative = inhibition, most hits filed as inhibitors; 360,000 compounds, 2.8% hits; AID 720504; further: potency means the concentration at half of the fitted maximal effect; series mostly up to about 57 µM; on the % scale 0 is the no-effect control and ±100 the full control effect; nearly all actives have a fitted effect of over 65% in size
Target sequence (P53350 whole entry, looked up, the tested form may be a part): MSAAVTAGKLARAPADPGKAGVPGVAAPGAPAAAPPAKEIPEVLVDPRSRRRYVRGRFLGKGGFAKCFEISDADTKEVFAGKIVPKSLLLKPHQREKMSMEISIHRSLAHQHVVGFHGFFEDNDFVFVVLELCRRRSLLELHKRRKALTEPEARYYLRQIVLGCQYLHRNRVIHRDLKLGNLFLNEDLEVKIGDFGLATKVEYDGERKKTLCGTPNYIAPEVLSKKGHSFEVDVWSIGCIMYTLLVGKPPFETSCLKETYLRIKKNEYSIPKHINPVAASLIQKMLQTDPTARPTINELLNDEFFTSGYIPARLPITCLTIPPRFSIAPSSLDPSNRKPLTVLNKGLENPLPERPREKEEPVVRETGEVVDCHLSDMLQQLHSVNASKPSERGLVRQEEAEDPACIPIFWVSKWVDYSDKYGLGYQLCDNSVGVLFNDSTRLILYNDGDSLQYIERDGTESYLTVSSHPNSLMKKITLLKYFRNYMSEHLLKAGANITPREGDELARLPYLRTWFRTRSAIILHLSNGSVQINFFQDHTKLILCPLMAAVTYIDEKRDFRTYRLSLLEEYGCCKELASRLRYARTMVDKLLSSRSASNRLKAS
EPAC1 antagonist = antagonists of human EPAC1. 360,000 compounds, 0.14% hits. EPAC1 GEF assay, Rap1b-BODIPY-GDP exchange fluorescence. O95398. Potency, µM (top dose mostly 115 µM), without a hit: top-dose activity change, negative = inhibition, usual class: inhibitors;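 further: potency means the concentration at half of the fitted maximal effect; plate controls were vehicle for no effect and positive control for full effect; nearly all actives have a fitted effect of over 50% in size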
EPAC1 ag = agonists of human EPAC1; O95398; EPAC1 agonist qHTS, biochemical assay; response scale: 100% = response to 6.5 mM cAMP; Potency, µM (titrated, usually from 154 µM), inactives show at the top dose activation, hits mostly activators; 360,000 compounds, 0.073% hits; AID 720707; further: potency means the concentration at half of the fitted maximal effect; nearly all actives have a fitted effect of over 60% in size
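Fluorescent GDP-exchange assay: 100 nM EPAC1 with 250 nM Rap1B preloaded with BODIPY-GDP and 50 uM GDP; compounds tested as concentration series, 5 min at room temperature, then read every 5 min for 30 min (ex 480/em 540 nm); normalized to 6.5 mM cAMP.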
GLP-1R agonist = activates the human GLP-1 receptor; AID 624172; HEK293 GLP-1R CRE-luciferase, luminescence, 4-6 h; cells express a hypersensitive GLP-1R form; P43220; Potency, µM (titrated, usually from 45.6 µM), for inactives: at the highest dose activation, actives largely listed as activators; 380,000 compounds, 0.007% hits; further: potency means the concentration at half of the fitted maximal effect; % of control where 0% means no effect
GLP1R cytotox = cytotoxic in the GLP-1 receptor inverse agonist counter-screen; HEK293 cAMP-luciferase reporter cells, luminescence, 24 h; Potency, µM (series often up to 38.3 µM), without a hit: at the highest dose activity change, negative = inhibition, hits mostly inhibitors; 410,000 compounds, 0.13% hits; AID 624418;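 further: loss of luciferase light is scored as toxicity; potency means the concentration at half of the fitted maximal effect; on the % scale 0 is the no-effect control and ±100 the full control effect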
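Compound-treated cells are incubated 24 hr at 37 deg C under 5% CO2 after a 12 hour attachment period, then luciferase detection reagent is added and luminescence is measured following 12 min at room temperature; lowered signal indicates toxicity.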
PTHR1 ag = agonists of human PTHR1 parathyroid hormone receptor. Q03431. Potency, µM (doses to about 115 µM), inactives show top-dose activation, usual class: activators. 410,000 compounds, 0.075% hits. HEK293 GP2 PTHR1 cells, GloSensor cAMP luminescence, 1 h; further: potency means the concentration at half of the fitted maximal effect; nearly all actives have a fitted effect of over 55% in size; some results filed as inactive show a strong effect at the top dose; inactives centre near -15; many of its hits are not listed in these tables
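HEK-293-derived GP2 cells expressing PTHR1 and a GloSensor cAMP reporter, 3,000/well, plated overnight, given luciferin plus IBMX (each 0.5 mM as added) for 1 h at 37 °C, then compound for 1 h at 37 °C. Luminescence was read after 15 min at room temperature.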
IL-2 act = activators of IL-2; IL-2 activation reporter assay, cell-based qHTS; stimulated with anti-CD3/CD4/CD28 beads; in transgenic mouse T cells; activation, % (series mostly up to about 46 µM); 360,000 compounds, 0.065% hits; AID 652025; in the data active means activation above about 50%; inconclusive means mostly about 30% to 49%; further: 0% is about no effect
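First, unstimulated transgenic mouse T cells were exposed to compound for 60 min. Next, anti-CD3/anti-CD4-coated beads with anti-CD28 were added. Finally, after 18 h at 37 degrees C, EGFP and DsRed were imaged.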
* = called active by the depositor; i = inactive; ? = inconclusive; · = not tested or not shown; [ ] = remark or other dose. Unless noted, the call rests on the fitted dose curve; in most records, active means well fitted curve in the direction sought with a large enough effect; inconclusive means small, poorly fitted or top-dose-only effect, or another doubt; inactive means no such curve, though single readings can be large; an effect the other way counts as inactive or inconclusive. Only part of the results is shown. The share of hits here may be higher or lower than overall.

SMILES | PI5P4K alpha inh | GLP1R inv ag | PLK1 PBD inh | EPAC1 antagonist | EPAC1 ag | GLP-1R agonist | GLP1R cytotox | PTHR1 ag | IL-2 act
Nc1nonc1-n1nnc(C(=O)N/N=C/c2ccccc2Cl)c1-c1ccc2c(c1)OCO2 | 3 | ? | -8% | -13% | 15% | 3% | -2% | -30% | -1.3
Cc1ccc(-c2cn(C[C@H]3CC[C@@H]([C@@H]4CC[C@H](Cn5cc(-c6ccc(C)cc6)nn5)O4)O3)nn2)cc1 | -2 | 19% | 2% | -2% | 3% | 4% | 0% | i | -2.7
COc1ccc(CNS(=O)(=O)CCNC(=O)c2ccccc2)cc1 | 3 | -37% | -11% | -12% | -4% | 18% | -5% | -18% | 1.0
CCN(CC)S(=O)(=O)c1ccc(Cl)c(C(=O)NCc2ccco2)c1 | -2 | 14% | -4% | -21% | -6% | -3% | 4% | -34%[inhibitor] | -0.4
C=CC(=O)Nc1sc2c(c1C(N)=O)CCCC2 | -4 | 4% | -10% | -9% | -10% | -4% | -5% | -11% | -0.8
COc1ccc(NC(=O)C(c2ccc(C)cc2)N(C)C(=O)c2ccc(=O)[nH]c2)cc1 (stereo not given) | 0 | 24% | -4% | -5% | 4% | -5% | -15% | i | 3.0
CC1(CCc2ccccc2)NC(=S)N(c2ccccc2)N1 (stereo not given) | -10 | -5% | 1% | -15% | 1% | -5% | 2% | -13% | 5.6
CCOc1ccc(N2C(=O)CC(N3CCN(c4ccc(C(=O)c5ccncc5)cc4)CC3)C2=O)cc1 (stereo not given) | -17 | 31% | ? | -6% | 7% | 0% | 0% | -11% | -1.4
O=C(NNC(=O)c1sc2ccccc2c1Cl)Nc1ccc(Cl)cc1 | -1 | 13% | -5% | -13% | 8% | -34%[inhibitor] | 11% | -7%[57.5 µM] | 2.1
Cc1ccc(Cn2ccsc2=NC(=O)COC(=O)C(C)C)cc1 | 1 | -40% | 2% | 3% | -4% | 7% | 2% | -20% | -4.8
COc1ccc(NC(=O)Cn2c(C)cc(=O)c3ccccc32)cc1 | 5 | ? | ? | -4% | -9% | -7% | 1% | i | 0.0
CCOC(=O)Cc1csc(NC(=O)C2CCCN(S(=O)(=O)c3cnc[nH]3)C2)n1 (stereo not given) | -4 | 5% | -4% | -1% | -7% | -5% | 7% | -41%[inhibitor] | -1.5
COc1ccc(S(=O)(=O)N2CCN(C)CC2)cc1NC(=O)c1ccccc1 | 2 | -3% | 6% | 2% | 1% | 9% | 7% | -19% | -0.1
Cc1cc(NC(=O)CSc2nc(=O)n3cccc(C)c3n2)no1 | 7 | 19% | 4% | -7% | 3% | 6% | 5% | i | 0.5
C1CC1Cc1noc(CN2CCN(C3C4CC5CC(C4)CC3C5)CC2)n1 (stereo not given) | -4 | -10% | -1% | 18% | -7% | 2% | -1% | -20% | 0.8
Cc1ccc(Nc2nnc(SC3CCOC3=O)s2)cc1 (stereo not given) | -9 | -17% | -21% | 1% | 4% | 9% | -7% | -29% | -0.6
CN(C)S(=O)(=O)c1ccc(Cl)c(NC(=O)CSc2nnnn2-c2ccc(O)cc2)c1 | 7 | 8% | -1% | -4% | 5% | 10% | -2% | -2% | 0.0
Cc1ccccc1C(=O)Nc1ccc(C(=O)NNC(=O)CCCOc2ccc(Cl)cc2Cl)cc1 | · | 0% | -6% | -2% | 6% | -16% | -6% | ? | 0.4
CCc1ccc(N/C(N)=N/c2nc(CSc3ccccn3)cc(=O)[nH]2)cc1 | -3 | 11% | 0% | 6% | 5% | 13% | -13% | -29% | -0.2
CSc1ccc(C(=O)C2CCCN(C(=O)c3csc(C(C)=O)c3)C2)cc1 (stereo not given) | -5 | -17% | -21% | -20% | 1% | 1% | -4% | -4% | 0.8
COCCNC(=O)CN1N=C(c2ccc(C)cc2)CCC1=O | -3 | 9% | -10% | -7% | -9% | 4% | -5% | i | -0.3
CC(C)C[C@H](NC(=O)N1c2ccccc2NC(=O)[C@@H]1C(C)C)C(=O)N[C@@H](Cc1ccccc1)C(=O)O | 5 | -23% | -1% | -8% | -14% | -1% | 4% | -11% | -0.6
Cn1c(N)c(C(=O)COC(=O)/C=C/c2ccc(Cl)cc2Cl)c(=O)n(C)c1=O | -10 | -7% | -1% | -6% | 13% | 12% | ? | -27% | 2.1
c1ccc(CSc2ccc3nnc(-c4ccccn4)n3n2)cc1 | -12 | -9%[7.66 µM] | -4% | -14% | 0% | -1% | 1%[7.66 µM] | -20% | 2.5
CCN1CCN(c2ccc(S(=O)(=O)N3CCOCC3)cc2NC(=O)c2ccc(Cl)cc2Cl)CC1 | 1 | ? | 0% | 2% | 0% | 18% | -8% | i | 1.2

More records.
SMILES | PI5P4K alpha inh | GLP1R inv ag | PLK1 PBD inh | EPAC1 antagonist | EPAC1 ag | GLP-1R agonist | GLP1R cytotox | PTHR1 ag | IL-2 act
C=CCN(CC=C)Cc1cc(=O)n2c(-c3ccccc3)csc2n1 | -20 | -12% | -16% | 0% | 4% | 15% | -4% | i | 1.0
Cn1c(SCC(=O)OC2CCCCC2)nnc1-c1ccc2c(c1)OCO2 | · | -12% | -4% | 14% | 2% | -1% | -24% | -16%[57.5 µM] | -1.1
CCC1=C(CC2NCCc3ccccc32)CC2c3cc(OC)c(OC)cc3CCN2C1 (stereo not given) | 1 | ? | -14% | -8% | 7% | -5% | -11% | -31%[inhibitor] | -0.6
COc1ccc(CN2CCC(CO)(Cc3ccccc3)CC2)cc1Cn1cccn1 | 2 | ? | -13% | -4% | 7% | 9% | 2% | -21% | 0.0
N#Cc1cn(-c2ccccc2)nc1-c1ccccc1 | · | 19% | 0% | 8% | -6% | 10% | 11% | 17%[57.5 µM] | 0.5
CC(=O)Oc1ccccc1C(=O)N1CCN(S(=O)(=O)c2ccc3ccccc3c2)CC1 | 1 | -28% | -11% | -27% | 7% | 4% | -3% | -27% | 0.1
COc1ccc(CCNC(=O)CC2SC(=NCCc3ccccc3)NC2=O)cc1 (stereo not given) | -11 | 14% | -9% | 0% | 6% | -1% | -9% | i | 1.0
CNc1c(NC(=O)COc2ccc(Cl)cc2)c(=O)oc2ccccc12 | -1 | 11% | -24% | -1% | -2% | 4% | -14% | -17% | -0.2
COc1ccc(OC)c(S(=O)(=O)N2CCC(C(=O)N3CCc4ccccc4C3)CC2)c1 | 3 | ? | -1% | -6% | 2% | -1% | -2% | i | -0.5
CC(O)CNc1nc(N)[nH]c(=O)c1N=Nc1ccccc1 (stereo not given) | -24 | 9% | 0% | -3% | -4% | 1% | ? | i | -0.1
Fc1ccccc1N1CCN(c2ncnc3onc(-c4ccc(Cl)cc4)c23)CC1 | · | 6% | · | · | · | 1% | 6% | -35%[inhibitor] | ·
CN(C)S(=O)(=O)c1ccc(N2CCCC2)c(C(=O)NCc2ccccc2)c1 | 0 | ? | -4% | -1% | 0% | -5% | -19% | i | 0.2
CCOC(=O)N1CCC(NC(=O)CCC(=O)N2CC(C)Oc3ccc(C)cc32)CC1 (stereo not given) | 5 | -9% | -5% | 0% | -2% | 10% | 11% | i | 0.0
Cc1ccccc1-n1c(SCC(=O)NC2CCS(=O)(=O)C2)nc2ccccc2c1=O (stereo not given) | 15 | -29% | -2% | 6% | 9% | -5% | -29% | i | -4.1
COc1ccccc1/C=C/C=N/NC(=O)CC1C(=O)NN=C1C (stereo not given) | -9 | 11% | 1% | -9% | -1% | -4% | -11% | i | 0.5
Cc1cc(O)c(S(=O)(=O)c2ccccc2)c(C)c1NS(=O)(=O)c1ccccc1 | -2 | -38% | -8% | -6% | 5% | 5% | 4% | -70%[inhibitor] | -1.9
COc1ccc(Cc2cnc(N)s2)cc1 | -6 | 84%[activator] | -1% | -2% | 8% | ? | -2% | i | -4.4
CC1(C)NC(=O)N(CC(=O)N2CCN(c3cccc(C(F)(F)F)c3)CC2)C1=O | 7 | -2% | 2% | 12% | -6% | 3% | 5% | -21% | -4.2
Cc1ccnc(NC(=O)c2ccc(S(=O)(=O)N3CCC(C)CC3)cc2)c1 | -6 | ? | -3% | -9% | 5% | 9% | -17% | -22% | -2.0
Cc1cc2cc(C)c3nnc(SCc4ccccn4)n3c2cc1C | 0 | 19% | 5% | -6% | 2% | 15% | 2% | -12% | -0.1
COc1ccc(NC(=O)C2CCCN(S(=O)(=O)c3cccs3)C2)cc1OC (stereo not given) | · | -6% | 3% | -2% | 7% | 3% | -5% | ? | 0.5
COc1cccc(NC(=O)CN(C)C(C)C(=O)Nc2ccc(C#N)cc2)c1 (stereo not given) | -7 | -7% | -2% | -5% | 4% | 8% | -1% | -10% | -0.7
Cc1ccc(C2N3CC4([N+](=O)[O-])CN2CC([N+](=O)[O-])(C3)C4(C)C)cc1 (stereo not given) | 5 | 2% | 3% | 0% | 1% | -7% | -6% | i | 1.1
O=C(/C=C/c1ccccc1)N1CCC(Cc2ccccc2)CC1 | -1 | ? | -8% | 3% | 1% | 2% | -4% | -12% | -0.5
CN(C)C(=O)CSc1nnc(-c2cccs2)n1-c1ccccc1 | 1 | 33%[activator] | -1% | 3% | 3% | 11% | 4% | i | -0.6
COC(=O)c1ccc(CN2C(=O)c3ccccc3C2=O)cc1 | 1 | 5% | -3% | -25% | -7% | 8% | 11% | i | -0.4
COc1ccccc1-c1cc(C(F)(F)F)nc(S(=O)(=O)CCCC(=O)Nc2cc(C)on2)n1 | 9 | 98%[activator] | -14% | -18% | 13% | 1% | -26% | -6% | -1.1
CCCCCCCCCCCCCCCC[n+]1cccc2ccccc21 | -59* | ? | ? | -26% | 10% | -18% | ? | -7% | -0.8

Single values from the entries so far:
EPAC1 antagonist, CN(C)S(=O)(=O)c1ccc(N2CCCC2)c(C(=O)NCc2ccccc2)c1 → -1%
GLP1R cytotox, COc1cccc(NC(=O)CN(C)C(C)C(=O)Nc2ccc(C#N)cc2)c1 (stereo not given) → -1%
